Compound activity: PubChem, NCI
All columns: NCI-60 one-dose screen, growth in % after 48 h at 10 µM unless noted; 100 = growth as untreated, 0 = no growth, -100 = all killed.
SF-268 = SF-268 CNS cancer cells. actives 3.1% (n = 82,000)
SF-539 = SF-539 CNS cancer; actives 6.8% (n = 81,000); AID 1794752
DU-145 = DU-145 prostate cancer. actives 4.2% (n = 81,000)
OVCAR-3 = OVCAR-3 ovarian cancer | actives 7% (n = 79,000) | AID 1794787
SNB-19 = SNB-19 CNS cancer cells. actives 2.5% (n = 81,000)
SF-295 = SF-295 CNS cancer cells; AID 1794758; actives 5.6% (n = 79,000)
PC-3 = PC-3 prostate cancer cells. AID 1794754. actives 3.9% (n = 80,000)
U251 = U251 CNS tumor cells. actives 5.4% (n = 80,000). AID 1794753
OVCAR-8 = OVCAR-8 ovarian cancer. actives 4.4% (n = 81,000). AID 1794782
Numbers without * were called inactive; . = not tested or not shown; & = joins results of further samples; [ ] = dose if it differs, or a comment. Rule for the calls: active = growth percent below 10; inactive = the rest.

SMILES | SF-268 | SF-539 | DU-145 | OVCAR-3 | SNB-19 | SF-295 | PC-3 | U251 | OVCAR-8
CCOC(=O)C1=C(C)NC(=O)NC1c1ccc(OCc2cn(-c3ccc(C(C)=O)cc3)nn2)c(OC)c1 (configuration not stated) | 94 | 102 | 99 | 103 | 99 | 97 | 94 | . | 107
O=C(Nc1ccc(OCc2nnc(-c3ccccc3)o2)c(F)c1)Nc1ccc(Cl)c(C(F)(F)F)c1 | 36 | 36 | 10 | 15 | 30 | . | -16* | 7.1* | 25
COC(=O)CCCCCCCCC(C)c1ccccc1 (configuration not stated) | 112 | 109 | 114 | 117 | 112 | 92 | 96 | 108 | 108
OC(CN1CCCCC1)c1ccc2c3c(cccc13)CC2 (configuration not stated) | 105 | 103 | 109 | 100 | 102 | 90 | 95 | 98 | 95
CCCCC(CC)CNc1ncnc2[nH]ncc12 (configuration not stated) | 92 | 98 | 96 | 100 | . | 101 | 81 | 95 | 100
O=C(NNC(=S)Nc1ccccc1)c1ccc(Nc2ncnc3c2cnn3-c2cccc(Br)c2)cc1 | 95 | 98 | 107 | 107 | 101 | . | 93 | 114 | 110
COc1ccc2nc(-c3ccccn3)ccc2c1 | 104 | 94 | 104 | 106 | 98 | . | 93 | 100 | 100
O=C1c2cccc3c(-c4ccc5c(c4)ncn5C4CCCCC4)ccc(c23)C(=O)N1c1nc2ccccc2s1 | 94 | 96 | 105 | 90 | 95 | 90 | 73 | 87 | 98
NS(=O)(=O)c1ccc(-n2nc(-c3ccc(Cl)cc3)ccc2=O)cc1 | 96 | 84 | 102 | 106 | 87 | -4.7* | 86 | 104 | 102
COc1ccc(NC(=O)CC(=O)Nc2ccc(OC)cc2)cc1 | 101 | 93 | 101 | 112 | 105 | 95 | 93 | 106 | 108
Cc1ccc(NC(=O)CC2C(=O)N(Cc3ccccc3)c3nc4ccccc4n32)cc1 (configuration not stated) | 100 | 106 | 116 | 108 | 100 | 101 | 88 | 95 | 98
CC(C)(C)OC(=O)N1C/C(=C\c2ccccc2)C(=O)/C(=C/c2ccccc2)C1 | 81 | 104 | 112 | 103 | 91 | 100 | 81 | 91 | 97
Cn1c(=O)c2c(nc3n(-c4ccc(F)cc4)c(Sc4nc(-c5ccccc5)c(C#N)c(=O)[nH]4)cn23)n(C)c1=O | 87 | 93 | 103 | 96 | 83 | 85 | 95 | . | 97
CC(NNC(C)c1ccccc1)c1ccccc1 (configuration not stated) | 109 | 101 | 110 | 118 | 100 | 111 | 94 | 106 | 115
Nc1ccc(S(=O)(=O)c2ccc(Cl)cc2)cc1 | 97 | 86 | 104 | 99 | 94 | 98 | 90 | 105 | 107
O=C(Cc1ccc(F)cc1)c1ccccc1 | 113 | 113 | 127 | 129 | 109 | 117 | 91 | 106 | 104
c1ccc(N2CCN(CN3CCN(c4ccccc4)CC3)CC2)cc1 | 113 | 103 | 97 | 97 | 92 | 88 | 106 | 97 | 101
CC1CCCN(C(=O)Nc2ccc([N+](=O)[O-])cc2)C1 (configuration not stated) | 120 | 101 | 112 | 110 | 103 | 157 | 100 | 97 | 93
O=C(N/N=C/[C@@H](O)[C@@H](O)[C@H](O)[C@H](O)CO)c1ccc(NC(=O)c2cccnc2)cc1 | 105 | 101 | 119 | 130 | 102 | 105 | 101 | 103 | 111
COc1cc2c(cc1OC)-n1c(cnc1-c1ccccc1)N1NC(=O)CNC(=S)/N=C/21 | 91 | 90 | 101 | 103 | 88 | 97 | 101 | 104 | 103
COc1ccc(-c2cc(-c3nnc(/C=C/c4cc(OC)c(OC)c(OC)c4)o3)[nH]n2)cc1 | 101 | 105 | 106 | 114 | 92 | . | 79 | 108 | 82
CC1CCCC(C)C1CO (configuration not stated) | 107 | 96 | 101 | 110 | 114 | 97 | 105 | 101 | 110
Cc1nc2ccccn2c1/C=C1\C(=O)N(C)c2ccccc21 | 98 | 98 | 111 | 101 | 102 | 103 | 103 | 108 | 104
CCOC(=O)[C@H](CCc1ccccc1)N[C@@H](C)C(=O)N1[C@H](C(=O)O)C[C@@H]2CCC[C@@H]21 | 97 | 98 | 98 | 93 | 119 | 105 | 100 | 93 | 93
Cc1ccc(S(=O)(=O)CC(=O)Nc2ccc(C(=O)O)cc2)cc1 | 100 | 101 | 108 | 111 | 98 | 97 | 102 | 96 | 98
CC1(COc2ccc3ncc(C#Cc4cncc(C(=O)NCCn5ccnc5)c4)n3n2)COC1 | 75 | 52 | 93 | 98 | 105 | 97 | 104 | 90 | 94
O=C1/C(=C/c2ccc([N+](=O)[O-])s2)Oc2ccccc21 | -54* | -77* | 5.0* | -61* | -0.5* | -37* | -23* | -76* | 2.4*
COc1cc(-n2c(-c3ccc(OCCO)cc3)nnc2-c2ccc(OCCO)cc2)cc(OC)c1OC | 99[6.25 µM] | 85[6.25 µM] | 92[6.25 µM] | 85[6.25 µM] | 92[6.25 µM] | 98[6.25 µM] | 48[6.25 µM] | 85[6.25 µM] | 62[6.25 µM]
CCOC(=O)CC1CSC(Nc2c(C)cc(C)cc2C)=N1 (configuration not stated) | 100 | 113 | 109 | 112 | 104 | 105 | 100 | 94 | 95
O=c1[nH]c2cc(Cl)ccc2nc1/C=C(O)/C=C/c1ccccc1 | 105 | 99 | 113 | 90 | 99 | 99 | 100 | 100 | 108
Nc1nc(N)nc(Cc2nc3ccccc3s2)n1 | 100 | 89 | 102 | 97 | 100 | 98 | 94 | 106 | 105
CCOC(=O)/C(C#N)=C/c1cccc2ccc3ccccc3c12 | 92 | . | 111 | 102 | 95 | 98 | 95 | 82 | 97
CCC(C)n1c(C)cc(=O)n1C(C)CC (configuration not stated) | 112 | 103 | 116 | 126 | 103 | . | 102 | 93 | 103
N#Cc1cnn(C(=O)c2ccccc2Br)c1NC(=O)c1ccc(Br)cc1 | 105 | 92 | 110 | 120 | 95 | 94 | 103 | 93 | 106
COc1ccc2c(c1)c(-c1ccc(-c3cn(C)c4ccc(OC)cc34)o1)cn2C | 72 | 18 | 107 | 23 | 33 | 62 | 3.0* | 15 | 39
CC(C)(C)OC(=O)NCc1ccc(NC(=S)Oc2ccccc2)cc1 | 81 | 87 | 85 | 91 | 88 | 90 | 76 | 88 | 88
CCOC(=O)C1=C(N)N(c2ccccc2)C2=C(C(=O)CC(C)(C)C2)C1c1ccc([N+](=O)[O-])cc1 (configuration not stated) | 106 | 94 | 106 | 121 | 94 | 96 | 68 | 101 | 103
CC(=O)OC1CC2C(C)(CCC3C2(C)CCC2(C)C4CC(C)(C)CCC4(C)CCC32C)C1C (configuration not stated) | 104 | 108 | 110 | 110 | 104 | 99 | 68 | 103 | 106
CC(C)CCOC(c1ccc2c(c1)OCO2)C(C)Br (configuration not stated) | 107 | 94 | 104 | 107 | 102 | . | 95 | 97 | 97
Nc1cc(C(F)(F)F)ccc1-n1cnc2ccccc21 | 98 | . | 100 | 104 | 109 | 99 | 91 | 92 | 96
O=C(NCCCl)Nc1ncccc1OCc1ccccc1 | 102 | 106 | 105 | 107 | 103 | 100 | 99 | 110 | 104
S=c1[nH]c2ccc(Cl)cc2s1 | 106 | 87 | 112 | 96 | 90 | 90 | 87 | 107 | 88
Fc1ccccc1CNc1ccc(N2CCOCC2)cc1 | 98 | 107 | 108 | 102 | 96 | 102 | 95 | 102 | 102
CCc1c(C(=O)N[C@@H](CO)Cc2ccccc2)[nH]c2ccc(Cl)cc12 | 89 | 91 | 100 | 99 | 93 | 86 | 75 | 89 | 94
C=C(C)[C@@H]1CC[C@]2(C(=O)NC3CCCCC3)CC[C@]3(C)[C@H](CC[C@@H]4[C@@]5(C)CC[C@H](N)C(C)(C)[C@@H]5CC[C@]43C)[C@@H]12 | 92 | 98 | 105 | 101 | 103 | 103 | 73 | 89 | 101
O=S(=O)(O)c1nc2ncncc2[nH]1 | 98 | 102 | 110 | 106 | 98 | 102 | 94 | 88 | 98
O=C(/C(=N/Nc1ccccc1)c1ccccc1)c1ccccc1 | 117 | 107 | 106 | 115 | 99 | 100 | 101 | 98 | 108
CC(C)CC(CC(C)C)NCCO | 97 | 98 | 122 | 115 | 108 | 108 | 92 | 103 | 101
CCOC(=O)C1=C(C(=O)c2ccccc2)C(c2ccc([N+](=O)[O-])cc2)C(C(=O)c2ccccc2)=C(C(=O)OCC)N1 | 81 | 93 | 89 | 86 | . | 84 | 58 | 84 | 80
OCCC[C@@]12C(I)=C3CCCC[C@H]3[C@@H]1CCc1cc3c(cc12)OCO3 | 85 | 98 | 98 | 108 | 103 | 96 | 88 | 90 | 92

(next part)
SMILES | SF-268 | SF-539 | DU-145 | OVCAR-3 | SNB-19 | SF-295 | PC-3 | U251 | OVCAR-8
COc1ccc2c(c1OC)C(=O)O[C@@H]2[C@H]1c2c(c(C#CC#Cc3c4c(c(OC)c5c3OCO5)[C@H]([C@H]3OC(=O)c5c3ccc(OC)c5OC)N(C)CC4)c3c(c2OC)OCO3)CCN1C | 101 | 102 | 110 | 115 | 103 | 103 | 68 | 98 | 92
O=C1C2Cc3ccccc3C(=O)N2C(=S)N1c1ccccc1 (configuration not stated) | 100 | 94 | 108 | 109 | 99 | 104 | 94 | 100 | 99
CCOC(=O)C1=C(N)N(c2ccccc2)C2=C(C(=O)CC(C)(C)C2)C1c1ccc(N2CCOCC2)cc1 (configuration not stated) | 97 | 93 | 111 | 113 | 93 | 99 | 95 | 99 | 97
Cn1nc(N)c2ncc(C(Cl)(Cl)Cl)nc21 | . | 98 | 106 | 117 | 101 | 114 | 101 | 108 | 107
N#CC(COC(=O)Nc1cccc(Cl)c1)OCCO (configuration not stated) | 99 | 106 | 107 | 109 | 104 | 103 | 104 | 100 | 102
Cc1ccc2[nH]cc(-c3nc(-c4cn(C)c5ncccc45)cs3)c2c1 | 97 | 94 | 98 | 106 | 109 | 78 | 57 | 95 | 86
Cc1ccc(-c2nc3c(c(-c4ccccc4)nn3-c3ccccc3)c(-c3ccc(O)cc3)c2C#N)cc1 | 60 | 15 | 60 | 64 | 69 | -21* | 34 | 42 | 69
CCOC(=O)C(=O)/C(=C/n1c(=S)[nH]c2cc(C)ccc21)C(=O)OCC | 102 | 106 | 112 | 100 | 97 | 103 | 81 | 86 | 97
CC(=O)O[C@H]1C[C@@H]2C(C)(C)C(=O)CC[C@@]2(C)c2ccc(C(C)C)cc21 | 96 | 110 | 102 | 102 | 102 | 100 | 100 | 98 | 101
S=C(N/N=C/c1ccc[nH]1)NNC(=S)Nc1ccccc1 | 101 | 96 | 110 | 98 | 95 | 98 | 85 | 98 | 99
CC1(C)[C@@H](OCCC#N)CC[C@]2(C)[C@H]3C(=O)C=C4[C@@H]5C[C@](C)(C(=O)O)CC[C@]5(C)CC[C@@]4(C)[C@]3(C)CC[C@@H]12 | 99 | 99 | 109 | 115 | 99 | 105 | 108 | 102 | 101
N#Cc1c(-c2ccccc2)nc(SCC(=O)Nc2ccc(Cl)cc2)[nH]c1=O | 118 | 123 | 110 | 131 | 104 | 114 | 101 | 110 | 118
CNS(=O)(=O)c1ccc(C)cc1C | 99 | 110 | 110 | 107 | 103 | . | 102 | 97 | 101
Cc1ccc(NCCN(C)CC(C)O)c2c(=O)c3ccccc3sc12 (configuration not stated) | 57 | 53 | 47 | 67 | 55 | 53 | 41 | 32 | 34
O=C(O)/C=C/c1cccc(O)c1 | 104&101 | 92&99 | 114&113 | 112&121 | 99&96 | 94&99 | 98&93 | 104&98 | 112&99
C=CCn1ccc(=O)nc1SC | 108 | 105 | 117 | 113 | 106 | 107 | 96 | 102 | 100
N#CCCNC(N)=O | 121 | 101 | 124 | 116 | 99 | 108 | 93 | 120 | 118
COc1ccc(OCCCBr)cc1 | 110 | 96 | 111 | 109 | 96 | 104 | 100 | 107 | 106
Cc1ccc(N)c(C(=O)O)c1 | 105 | 98 | 110 | 123 | 102 | 104 | 97 | 100 | 101
FC(F)(F)c1cc(-c2nnc3n2NC(N2CCOCC2)CS3)cc(C(F)(F)F)c1 (configuration not stated) | 112 | 105 | 101 | 127 | 103 | 90 | 97 | 92 | 104
CC(C)C[C@H](NC(=O)OCc1ccccc1)C(=O)NCc1cn(CC(=O)O)nn1 | 96 | 108 | 109 | 111 | 100 | 105 | . | 98 | 99

Structures above containing a cyano group (eight):
SMILES | SF-268 | SF-539 | DU-145 | OVCAR-3 | SNB-19 | SF-295 | PC-3 | U251 | OVCAR-8
Cn1c(=O)c2c(nc3n(-c4ccc(F)cc4)c(Sc4nc(-c5ccccc5)c(C#N)c(=O)[nH]4)cn23)n(C)c1=O | 87 | 93 | 103 | 96 | 83 | 85 | 95 | . | 97
CCOC(=O)/C(C#N)=C/c1cccc2ccc3ccccc3c12 | 92 | . | 111 | 102 | 95 | 98 | 95 | 82 | 97
N#Cc1cnn(C(=O)c2ccccc2Br)c1NC(=O)c1ccc(Br)cc1 | 105 | 92 | 110 | 120 | 95 | 94 | 103 | 93 | 106
N#CC(COC(=O)Nc1cccc(Cl)c1)OCCO (configuration not stated) | 99 | 106 | 107 | 109 | 104 | 103 | 104 | 100 | 102
Cc1ccc(-c2nc3c(c(-c4ccccc4)nn3-c3ccccc3)c(-c3ccc(O)cc3)c2C#N)cc1 | 60 | 15 | 60 | 64 | 69 | -21* | 34 | 42 | 69
CC1(C)[C@@H](OCCC#N)CC[C@]2(C)[C@H]3C(=O)C=C4[C@@H]5C[C@](C)(C(=O)O)CC[C@]5(C)CC[C@@]4(C)[C@]3(C)CC[C@@H]12 | 99 | 99 | 109 | 115 | 99 | 105 | 108 | 102 | 101
N#Cc1c(-c2ccccc2)nc(SCC(=O)Nc2ccc(Cl)cc2)[nH]c1=O | 118 | 123 | 110 | 131 | 104 | 114 | 101 | 110 | 118
N#CCCNC(N)=O | 121 | 101 | 124 | 116 | 99 | 108 | 93 | 120 | 118
